# Screening results deposited in PubChem BioAssay by several laboratories.
# Mtb RmlCD inh = blocks M. tuberculosis RmlC and RmlD coupled enzymes; P9WH09+P9WH11; inhibition, % at 3.6 µM; RmlC+RmlD coupled enzyme assay, percent inhibition; primary screen in compound mixtures; 160,000 compounds, 0.03% hits; AID 1533; in the data active = inhibition mostly above about 34%, no sharp cut-off; also: some results filed as inactive read as strong as hits
# Target sequence (P9WH09 whole entry, looked up): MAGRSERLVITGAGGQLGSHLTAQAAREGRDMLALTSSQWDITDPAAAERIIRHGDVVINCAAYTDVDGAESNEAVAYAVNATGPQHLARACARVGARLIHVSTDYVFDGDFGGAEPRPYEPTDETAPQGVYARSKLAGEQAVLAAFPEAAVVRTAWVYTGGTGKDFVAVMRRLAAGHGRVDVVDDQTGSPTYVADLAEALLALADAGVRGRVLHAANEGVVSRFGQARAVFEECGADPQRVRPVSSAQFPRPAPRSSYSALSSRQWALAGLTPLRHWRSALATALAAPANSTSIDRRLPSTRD
# Target sequence (P9WH11 whole entry, looked up): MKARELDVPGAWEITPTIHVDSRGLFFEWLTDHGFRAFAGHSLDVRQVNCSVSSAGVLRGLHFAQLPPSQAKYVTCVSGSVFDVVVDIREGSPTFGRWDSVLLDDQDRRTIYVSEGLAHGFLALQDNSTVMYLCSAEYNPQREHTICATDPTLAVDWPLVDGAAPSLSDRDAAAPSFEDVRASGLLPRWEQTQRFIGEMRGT
# M. tuberculosis GlmU = inhibition of mycobacterial GlmU enzyme – biochemical, glucosamine-1-phosphate acetyltransferase (AID 1376). M. tuberculosis GlmU acetyltransferase enzyme assay; higher % means a stronger effect. inhibition, %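 (tested at 30 µM in the primary screen)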; hits with a dose series show IC50 in µM. 220,000 compounds, 0.25% hits; in the data active = inhibition above about 13%;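 also: 0% = complete reaction with vehicle and 100% = reaction without substrate; strong numbers were not always called active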
# An asterisk follows results filed as active; · = not tested or not shown. This is a subset. The share of hits here may be higher or lower than overall.
SMILES	Mtb RmlCD inh	M. tuberculosis GlmU
Cc1ccc(N2C(=O)C(CN(C)C)C2c2ccccc2)cc1 (stereo unspecified)	5	0.5%
CSc1nsc(SC)c1NC(=O)N1CCCC1	·	-4.8%
CC1CC(=O)Nc2ccc([N+](=O)[O-])cc2N1C (stereo unspecified)	-11	11%
COc1ccc(C2C(C(=O)N3CC(C)CC(C)C3)c3ccccc3C(=O)N2C)cc1 (stereo unspecified)	-5	1.5%
CC1=C(/C=C/C(C)=C/C=C/C(C)=C/CO)C(C)(C)CCC1	·	3.0%
CC(=O)c1cn(CC(=O)NCc2ccco2)c2ccccc12	24	1.6%
Cc1cc2ncn(-c3ncnc4sc5c(c34)CCC(C)C5)c2cc1C (stereo unspecified)	7	·
CCOC(=O)c1sc(NC(=O)CSc2n[nH]c(CC(C)C)n2)nc1C	-9	3.2%
O=C(O)c1ccc(NC2CC(=O)N(Cc3ccccc3)C2=O)cc1 (stereo unspecified)	5	-3.1%
Cc1cc(NC(=O)CSCC(=O)N(c2cccc(Cl)c2)C(C(=O)NC2CCCCC2)c2ccc(O)c(O)c2)no1 (stereo unspecified)	3	0.7%
COC(=O)C(C)NC(=O)COc1ccc2ccccc2c1 (stereo unspecified)	10	0.2%
O=C(COC(=O)c1cccc(C(=O)OCC(=O)NCc2ccc(F)cc2)n1)NCc1ccc(F)cc1	9	-3.5%
CC1(C)N=C(c2ccccc2)C(=O)N1	-6	-6.3%
Cc1cc(C)c2nc3nc(C)cc(C)c3c(N)c2c1	12	-11%
O=C(NNC1CC(=O)N(c2cccc(Cl)c2)C1=O)c1cccnc1 (stereo unspecified)	·	-1.6%
Cn1ccnc1SCC(=O)n1c2c(c3ccccc31)CCCC2	·	-3.9%
CC(C)N1C(=O)CCC1C(=O)NCCc1ccccc1 (stereo unspecified)	10	1.3%
O=S(=O)(Nc1ccc(O)c(Sc2nc3ccccc3s2)c1)c1ccc(F)cc1	1	11%
O=C(O/N=C1\CCS(=O)(=O)c2sccc21)c1ccc(F)cc1	-37	-2.4%
CC(=O)Oc1ccc2c(C)cc(=O)oc2c1C(=O)c1ccccc1	·	2.7%
Cc1ccc(CNn2cnnc2SCC(=O)NC(C)(C)C)cc1	·	-3.2%
O=C(O)C1C2CCC(O2)C1C(=O)Nc1ccc(F)cc1 (stereo unspecified)	-12	-0.8%
CCCOC(=O)c1c(NC(=O)CCC(=O)O)sc2c1CCCCC2	·	-4.1%
Cn1c(=O)cc(OCC(=O)NCCc2ccc(Cl)cc2)c2ccccc21	-11	0.8%
CCOc1ccc(NC(=O)CCC(=O)NNC(=O)COc2ccccc2C)cc1	-7	1.6%
O=C(/C=C/c1ccc(Cl)cc1)NCCc1ccccc1	-12	4.3%
CNC(=O)CN(c1cc(OCCOC)c(Cl)cc1Cl)S(=O)(=O)c1ccc(OC)cc1	-2	-3.6%
CC(c1nccs1)N(C)C(=O)CCc1nnc(Cc2c[nH]c3ccccc23)o1 (stereo unspecified)	5	-0.6%
CCCNC(=O)CSc1nnc(-c2ccc(F)cc2)o1	·	-0.3%
O=C(N/N=C/c1cccnc1)C1CC1(c1ccccc1)c1ccccc1 (stereo unspecified)	7	1.6%
C=C(C)n1c(=O)[nH]c2ccccc21	·	-1.7%
CC(=O)Nc1ccc(S(=O)(=O)C(C#N)c2nc3ccccc3nc2NCCCO)cc1 (stereo unspecified)	-5	·
Cc1ccc(/C=C/C(=O)O)cc1S(=O)(=O)NCc1ccco1	2	7.0%
OC(CNC1CCCCC1)CNC1CCCCC1	26	-2.5%
C=CCC1(N(C(C)=O)c2ccccc2C)CCCCC1	1	-7.5%
Cc1cc(C)cc(NC(=O)CSc2nnc(-c3ccc(S(=O)(=O)N4CCCC4)cc3)o2)c1	·	-1.1%
CCOC(=O)N1CCC(N2Cc3cccc(C(=O)O)c3C2=O)CC1	·	5.9%
CCN(CC)C(=O)CSc1nnc(-c2ccccn2)n1Cc1ccccc1	7	3.4%
Cc1cc(Cl)c(S(=O)(=O)N2CCCCCC2)cc1OCC(N)=O	·	2.2%
C/C(=N\NC(=O)c1ccccn1)c1ccc(C(=O)O)s1	·	-6.2%

# Entries shown so far containing an aryl methoxy group:
SMILES	Mtb RmlCD inh	M. tuberculosis GlmU
COc1ccc(C2C(C(=O)N3CC(C)CC(C)C3)c3ccccc3C(=O)N2C)cc1 (stereo unspecified)	-5	1.5%
CNC(=O)CN(c1cc(OCCOC)c(Cl)cc1Cl)S(=O)(=O)c1ccc(OC)cc1	-2	-3.6%

# Carrying on.
SMILES	Mtb RmlCD inh	M. tuberculosis GlmU
COc1ccccc1-c1nc2n(n1)C(c1ccccc1Cl)C(C(N)=O)=C(C)N2 (stereo unspecified)	9	5.2%
Cc1ccccc1Nc1c(-c2ccncc2)nc2ccc(Cl)cn12	33	2.1%
CCCOc1c(OC)cccc1C1CC(=O)Nc2cc(OC)c(OC)c(OC)c21 (stereo unspecified)	-2	6.2%
Cc1ccccc1-n1c(SCC(=O)Nc2ccc3c(c2)OCO3)nnc1-c1ccccn1	-11	1.2%
COc1ccccc1OCc1nnc(SCC(=O)NCc2ccco2)n1-c1ccccc1	·	0.4%
C#CCOCCOCCOCCNc1nc(N2CCN(C(=O)[C@H]([C@@H](C)CC)n3cc([C@@H](N)Cc4ccc(O)cc4)nn3)CC2)nc(N2CCN(C(=O)[C@H](CCCCN)n3cc([C@@H](N)C(C)CC)nn3)CC2)n1 (stereo partly specified)	·	-14%
CC(C)Oc1ccc(C(CC(=O)NCCCN(C)C)c2ccc(F)cc2)cc1 (stereo unspecified)	2	-4.6%
CC(=O)c1ccc(N2C(=O)[C@@H]3[C@H](C2=O)[C@H]2c4ccccc4C=NN2[C@@H]3C(C)=O)cc1	-8	1.4%
CCOC(=O)CCSCC(=O)N1N=C(c2cccs2)CC1c1ccc(C)cc1 (stereo unspecified)	38	-8.5%
CCc1ccc(OCC(=O)NC(NC(=S)Nc2ccc(C)cc2C)C(Cl)(Cl)Cl)cc1 (stereo unspecified)	14	0.5%
C/C(=N\N1CCN(C)CC1)c1c(O)n(Cc2ccccc2)c(=O)[nH]c1=O	9	-1.4%
COc1ccc(CC(=O)NNC(=O)c2ccoc2C)cc1OC	·	-2.6%
OC(CNC1CCCCC1)c1ccccc1 (stereo unspecified)	11	6.1%
CCN1C(=O)N(C)C2(c3ccccc3)N(C)C(=O)N(C)C12c1ccccc1 (stereo unspecified)	-5	0.6%
COC(=O)c1c(-c2ccc(OC)c(OC)c2)csc1N	·	7.0%
Cc1ccc(CCNC(=O)CN2CCN(Cc3ccccc3F)C2=O)cc1	·	7.5%
CC(=O)N1CCN(Cc2nc(C(c3ccccc3)c3ccccc3)no2)CC1	-5	2.6%
CCOC(=O)N1CCC(NC(=S)Nc2ccc3nc(N4CCN(CC)CC4)cc(C)c3c2)CC1	5	2.3%
Cc1c(O)ccc(C(=O)CN2CCN(Cc3ccc4c(c3)OCO4)CC2)c1O	0	2.7%
CN1Cc2cccc3c2C(Cc2ccccc2S3)C1 (stereo unspecified)	·	-0.7%

# Some of the entries so far, field by field.
COC(=O)C(C)NC(=O)COc1ccc2ccccc2c1 (stereo unspecified)
  Mtb RmlCD inh = 10
  M. tuberculosis GlmU = 0.2%
CC(=O)Nc1ccc(S(=O)(=O)C(C#N)c2nc3ccccc3nc2NCCCO)cc1 (stereo unspecified)
  Mtb RmlCD inh = -5
  M. tuberculosis GlmU = ·
Cc1ccc(N2C(=O)C(CN(C)C)C2c2ccccc2)cc1 (stereo unspecified)
  Mtb RmlCD inh = 5
  M. tuberculosis GlmU = 0.5%
OC(CNC1CCCCC1)c1ccccc1 (stereo unspecified)
  Mtb RmlCD inh = 11
  M. tuberculosis GlmU = 6.1%

# (continued)
SMILES	Mtb RmlCD inh	M. tuberculosis GlmU
CCOC(=O)CSc1cc(C)nc2ccc(OC)cc12	-2	-3.6%
O=C(NCCC1=CCCCC1)c1coc(=O)c(Br)c1	·	-2.7%
COc1ccccc1CNC(=O)Cn1c(=O)oc2cc(Cl)ccc21	-6	-2.1%
O=C(NNc1cccc(Cl)n1)c1c(F)cccc1F	-9	-5.5%
C=CCC1(CC=C)CCCN1C(=O)CC1C(=O)NCCN1Cc1ccccc1OC (stereo unspecified)	-10	2.5%
CCCCCCN1C=CC(=C2C(=O)c3ccccc3C2=O)C=C1	8	-7.4%
COc1ccc(-c2nnc(SC(=O)N3c4ccccc4Sc4ccccc43)o2)cc1	·	3.5%
Cc1csc(NC(=O)c2ccc3c(=O)n4c(nc3c2)CCCCC4)n1	-2	-1.5%
COc1ccc(C(=O)c2ccc(N3CCN(C4CC(=O)NC4=O)CC3)cc2)cc1F (stereo unspecified)	-5	-2.5%
Cc1ccc2nc(-c3ccccn3)cc(C(=O)NC3CCN(C)CC3)c2c1	-2	1.6%
Nc1ncc(-c2cc3ccccc3oc2=O)s1	7	8.6%
CCCCCCC(=O)Nc1nc(C)c(-c2csc(Nc3cc(Cl)ccc3OC)n2)s1	7	-4.7%
Cc1nc(SCc2ccccc2)c(C(F)(F)F)c(=O)[nH]1	·	0.4%
Cc1cc(C)cc(C(=O)Oc2coc(CSc3nnc(NC(=O)C4CC4)s3)cc2=O)c1	15	-5.2%
CCCCNC(=O)Nc1ccccc1CC	·	4.3%
COCC(C)OC(=O)c1c(N)n(CC(C)C)c2nc3ccccc3nc12 (stereo unspecified)	·	2.8%
CC(=O)Nc1ccccc1C(=O)C(=O)Nc1cccc(C(=O)NCC2CCCO2)c1 (stereo unspecified)	-11	7.3%
COc1ccc(/C=N/NC(=O)Cc2ccc(Cl)cc2)cc1OC	-9	-0.3%
Cc1ccc2c(c1)C1CN(C)CCC1N2S(=O)(=O)c1ccc(Oc2ccc([N+](=O)[O-])cc2)cc1 (stereo unspecified)	·	-5.7%
CCn1cc(C(C)(C)C)c(C#N)c1NC(C)=O	·	-7.2%
Cc1ccc(C(=O)N/N=C\c2ccc([N+](=O)[O-])o2)cn1	-2	-3.8%
CCNC(=O)C/C(C)=N/NC(=O)C1CCCCC1	-8	0.6%
CCC(=O)N1c2ccccc2NC2=C(C(=O)CC(C)(C)C2)C1c1cccnc1 (stereo unspecified)	-4	2.7%
O=S(=O)(CCc1ccccc1)/N=C/c1cccs1	·	-1.6%
Cc1c(NC(=O)COC(=O)c2ccc[nH]c2=O)c(=O)n(-c2ccccc2)n1C	20	-4.0%
CC(=O)c1cc(-c2ccc(F)cc2)n(CCC(=O)Nc2cccc(C)n2)c1C	-10	1.2%
COc1ccc(-c2cc3ncc(-c4ccccc4)c(N)n3n2)cc1	3	3.8%
COc1ccc2[nH]c(=O)c(CN(CC3CCCO3)C(=S)Nc3cccc(C)c3)cc2c1 (stereo unspecified)	3	-3.1%
CC(C)NC(=O)NC(=O)CSc1nncs1	·	-1.1%
CC(=O)Nc1cccc(Oc2ccc(-c3noc(C)n3)cc2)c1	·	-5.0%
O=C(Cc1ccccc1[N+](=O)[O-])Nc1ccc2c(c1)OCCO2	2	-1.5%
O=c1c2ccccc2nc(SCc2nc3ccccc3s2)n1Cc1ccco1	-9	7.2%
Cc1cc(NC(=O)c2ccc3c(c2)OCCO3)ccc1NC(=O)c1ccco1	2	0.5%
CCN(CC)CCCC(C)NC1=NCCCCC1 (stereo unspecified)	·	-1.3%
Cc1ccc(C(=O)OCc2cn3ccccc3n2)cc1	11	-2.8%
COc1ccc(-c2csc(NC3=NCCCCC3)n2)cc1	8	3.8%
Nc1cc(=O)[nH]c(SCC(=O)N2N=C(c3ccc4ccccc4c3)CC2c2ccccc2)n1 (stereo unspecified)	-11	0.2%
CC(C)CC(=O)Nc1ccccc1N1CCCC1	15	-3.9%
Clc1ccc(C(c2ccccc2)c2ncc[nH]2)cc1 (stereo unspecified)	-9	6.3%
CC(=O)Nc1ccc(S(=O)(=O)Nc2nnc(C3CCCCC3)s2)cc1	13	-1.4%
CCOCCCN1C(=O)CN(C2CCCCC2)C(=O)C1c1ccc(OC)c(OC)c1 (stereo unspecified)	·	5.0%
CCSCCNC(=O)c1cc(-n2cnnc2)ccc1Cl	1	-1.6%
CC1CCCCC1NC(=O)CSc1ccc([N+](=O)[O-])cc1 (stereo unspecified)	-6	0.0%
CCOC(=O)NC(NC(=O)OCC)C(=O)c1ccc(F)cc1	5	3.5%
Cc1cc(C)c2[nH]c(=O)c(CN(Cc3ccco3)C(=O)C3CCCO3)cc2c1 (stereo unspecified)	-1	1.8%
COc1ccc2[nH]c(C)c(C(=O)CN(C)CC3OCCO3)c2c1	·	2.1%
CCN1CCN(CCNC(=O)c2ccc(/C=C3/Sc4ccccc4N(Cc4cccc(Cl)c4)C3=O)cc2)CC1	4	-14%
CCOc1cc(NS(=O)(=O)c2ccc(OC)cc2)c(OCC)cc1NC(C)=O	·	1.2%
CC1CCN(S(=O)(=O)c2ccc(NC(=O)CSc3nnnn3C)cc2)CC1	11	4.0%
CS(=O)(=O)N1CCN(c2ncccn2)CC1	3	-3.0%
O=C(O)C1CCCN1C(=O)Nc1ccc(Cl)cc1 (stereo unspecified)	·	-0.3%
CC1(O)c2ccccc2C(=O)N1Cc1ccccc1 (stereo unspecified)	-3	2.1%
COCCOC(=O)C1=C(C)NC(=S)NC1c1cccs1 (stereo unspecified)	-10	3.4%
